# Screening results (PubChem)
# CXXC DNA block: MLL CXXC-DNA interaction inhibition | MLL-CXXC / FITC-HOXA9 DNA fluorescence polarization | 290,000 tested, 0.037% active | Potency, µM (top dose mostly 115 µM), inactives show at the highest dose activity change, negative = inhibition, most hits filed as inhibitors | Q03164; active = well fitted inhibition curve with a large enough effect in the polarisation, with a control signal flat, not every such curve was filed as active; inconclusive = small, poorly fitted or top-dose-only effect, or effect the other way, or a change in a side signal; inactive = no such curve, though single readings can be large or run the other way; the % refers to the polarisation; also: potency is read from the fitted curve at half-maximal effect
#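 Purified MLL-CXXC (added from a 7 uM solution) was preincubated 5 min at ambient with pinned compounds in 50 mM Tris-HCl pH 7.5, 50 mM NaCl, 1 mM DTT, 0.05% BSA. Fluorescein-labeled HOX-A9 DNA (50 nM solution) followed, 30 min, then polarization read.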
# TCR act: T cell receptor activation | 330,000 tested, under 10 active | primary human leukocytes, anti-CD3, IL-2 HTRF, 48 h | Potency, µM (series often up to 9.22 µM), inactives show at the highest dose activation of IL-2 secretion, usual class: activators; also: % of control where 0% means no effect
#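 IL-2 release read by HTRF sandwich (Eu cryptate donor, d2 acceptor, 665 nm emission) after 48 hr exposure of primary human leukocytes to compound together with anti-CD3 beads in the absence of co-stimulatory signals.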
# Integrin act MD: integrin-mediated muscular dystrophy alleviation activation; AID 624291; Potency, µM (series often up to 38.3 µM), without a hit: at the highest dose activation, most hits filed as activators; 350,000 tested, 0.064% active; alpha7betagal myoblasts, beta-gal FDG fluorescence, 48 h;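 also: potency is read from the fitted curve at half-maximal effect; 100% = response of the positive control SU9516; nearly all actives have a fitted effect of over 60% in size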
#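 alpha7betagal+/- myoblasts (passage 13, 250/well) treated 48 h at 37C with compounds at 1:260 dilution of DMSO stock. Lysed, then beta-galactosidase activity read as FDG fluorescence (ex 480/em 540) after 30 min, with pre-read for autofluorescence.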
# ASM inhibitor: inhibitors of human secretory acid sphingomyelinase; P17405; placental ASM, HMU-PC fluorogenic substrate, 60 min; Potency, µM (highest dose often 57.5 µM), for inactives: at the top dose activity change, negative = inhibition, usual class: inhibitors; 340,000 tested, 0.006% active; AID 504937; also: potency is read from the fitted curve at half-maximal effect
#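 qHTS format. ASM enzyme prepared from human placenta hydrolyses the fluorogenic substrate HMU-PC0 (9 uM final) over 60 min at 37 °C after a 10 min compound preincubation.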
# AT treatment: potential ataxia-telangiectasia treatments restoring KAP-1 phosphorylation | Potency, µM (doses to about 57.5 µM), for the others: at the top dose activation, most hits filed as activators | […] A-T fibroblasts, KAP-1 phosphorylation AlphaLISA; neocarzinostatin DNA damage 30 min before lysis | 320,000 tested, 0.19% active | AID 485349; also: potency is read from the fitted curve at half-maximal effect; % of control where 0% means no effect; nearly all actives have a fitted effect of over 45% in size
#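 ATM-like activity read as KAP-1 phosphorylation via AlphaLISA donor/acceptor antibody pairs after lysis and 6 hr at 25C. Cells were ATM-null patient fibroblasts ([…], hTERT), dosed 60 min, then exposed to the DSB inducer NCS for 30 min.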
# TSG101-PTAP inh: blocks PTAP/TSG101 interaction to inhibit HIV-1 budding; Q99816; Fluorescence polarization, FITC-PTAP peptide / Tsg101 binding; Potency, µM (top dose mostly 115 µM), inactives show at the top dose activity change, negative = inhibition, hits mostly inhibitors; 340,000 tested, under 10 active; AID 493005; active = well fitted inhibition curve with a large enough effect in the main read-out, with a control signal flat, not every such curve was filed as active; inconclusive = small, poorly fitted or top-dose-only effect, or effect the other way, or a change in a side signal; inactive = no such curve, though single readings can be large or run the other way; also: potency is read from the fitted curve at half-maximal effect; % of control where 0% means no effect
#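 Steps: Tsg101 binding domain dispensed (10 uM final), compounds pinned in DMSO, FITC-labeled PTAP-motif peptide added (50 nM final); after 20 min binding at room temperature, polarization measured.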
# Menin-MLL TR inh: menin-MLL binding inhibition, Texas Red mutant peptide | O00255 | Menin + Texas Red MLL mutant peptide, fluorescence polarization | Potency, µM (highest dose often 61.6 µM), for the others: top-dose FP activity change, negative = inhibition, actives largely listed as inhibitors | 270,000 tested, 0.23% active | AID 1768; active = well fitted inhibition curve with a large enough effect in the polarisation, with a control signal flat, not every such curve was filed as active; inconclusive = small, poorly fitted or top-dose-only effect, or effect the other way, or a change in a side signal; inactive = no such curve, though single readings can be large or run the other way; the % refers to the polarisation; also: potency is read from the fitted curve at half-maximal effect; % of control where 0% means no effect; many of its hits are not listed in these tables
# MBNL1 CUG block: blocks human MBNL1 binding to CUG repeat RNA | Q9NR56 | TR-FRET MBNL1-His/biotin-(CUG)12 binding, 665/545 ratio | Potency, µM (top dose mostly 57.5 µM), for inactives: top-dose activity change, negative = inhibition, hits mostly inhibitors | 280,000 tested, 0.036% active | AID 2675; active = well fitted inhibition curve with a large enough effect in the signal ratio, with a control signal flat, not every such curve was filed as active; inconclusive = small, poorly fitted or top-dose-only effect, or effect the other way, or a change in a side signal; inactive = no such curve, though single readings can be large or run the other way; the % refers to the signal ratio; also: potency is read from the fitted curve at half-maximal effect; % is scaled to controls: 0 for no effect and ±100 for the full control effect
#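 TR-FRET readout: Ex 340 nm, 665/545 nm emission ratio, normalized to buffer-only (basal) and MBNL1-(CUG)12 controls. Complex of MBNL1-His with Biotin-(CUG)12, compounds 92 nM–58 uM, incubated 60 min at room temperature.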
# Mito fusion yeast: mitochondrial division inhibition or fusion activation; S. cerevisiae fusion-defective mutant growth rescue, CellTiterGlo 48 h; Potency, µM (highest dose often 46.1 µM), without a hit: at the top dose growth rescue (activation), usual class: activators; 320,000 tested, 0.23% active;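 also: potency is read from the fitted curve at half-maximal effect; % of control where 0% means no effect; nearly all actives have a fitted effect of over 45% in size; temperature-sensitive fusion mutants such as fzo1-1 at 37 °C on non-fermentable ethanol glycerol medium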
#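 Growth-rescue viability read-out: after 48 h at the non-permissive 37C in glycerol/ethanol YPEG, yeast mitochondrial fusion mutants are measured by CellTiterGlo luminescence; compounds (23 nl pinned per well) restoring growth score as division inhibitors or fusion activators.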
# TSHR antagonist: antagonists of human thyroid stimulating hormone receptor; TSHR-expressing cells, TSH-stimulated cAMP HTRF, 2 h; hits give low values; 330,000 tested, 0.2% active; activity change, negative = inhibition, % at 11.5 µM; P16473;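 active = activity change below a set negative limit, meaning inhibition stronger than a set level, cut at about -70% in these data; inconclusive = activity change between two set negative limits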; also: % is scaled to controls: 0 for no effect and ±100 for the full control effect
#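 TSHR-expressing cells were treated with compounds, then stimulated with TSH at EC80 (4nM final) for 2 hours at 37 deg C. Cellular cAMP was measured by HTRF competition between lysate cAMP and cAMP-d2 for a cryptate-labelled anti-cAMP antibody.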
# * hit, by the source's call; ? = inconclusive; · = no result given; [ ] = another dose, or the depositor's remark. Unless noted, calls follow the shape of the dose curve; as a rule, active = well fitted curve in the direction sought with a large enough effect; inconclusive = small, poorly fitted or top-dose-only effect, or another doubt; inactive = no such curve, though single readings can be large; an effect the other way counts as inactive or inconclusive. Only part of the results is shown (hit frequency here may not be typical).
# Screens in order: CXXC DNA block	TCR act	Integrin act MD	ASM inhibitor	AT treatment	TSG101-PTAP inh	Menin-MLL TR inh	MBNL1 CUG block	Mito fusion yeast	TSHR antagonist
O=C(O)CCC(=O)N1CCc2cc(S(=O)(=O)NC3CCCc4ccccc43)ccc21 (configuration not stated)
  1%	9%	-5%	-2%	4%	-8%	13%	-10%	5%	19
C[C@H](CO)N1C[C@H](C)[C@@H](CN(C)Cc2ccc(-c3ccccc3)cc2)Oc2c(NC(=O)Nc3ccc4c(c3)OCO4)cccc2C1=O
  ·	0%	-24%	-10%	1%	5%	·	·	·	-10
COc1ccc(NC(=O)N2CCCCC2c2cccnc2)cc1 (configuration not stated)
  -1%	-4%[46.1 µM]	-9%	6%	-5%	2%	-14%	-7%	0%	9
O=C(NC(Cc1ccccc1)C(=O)O)OCc1ccccc1 (configuration not stated)
  -12%	18%	4%	2%	-1%	-8%	7%	-4%	-3%	-3
CCCC(=O)N1CCC(O)(c2cccc(F)c2)CC1
  -1%	-2%	-7%	1%	4%	1%	0%	-16%	6%	9
COc1ccc(CC(=O)NNC(=O)c2ccco2)cc1
  -7%	-7%	?	-2%	7%	-1%	2%	-9%	-1%	11
O=C(COC(=O)CCNS(=O)(=O)c1ccc(Cl)cc1)Nc1ccccc1OC(F)F
  ·	-3%	12%	3%	5%	-1%	·	·	7%	-7
O=C(CN1C(=O)c2ccccc2S1(=O)=O)Nc1cccc(S(=O)(=O)N2CCOCC2)c1
  ·	-5%	-53%[inhibitor]	2%	-5%	-1%	·	·	·	-18
CN1CCN(c2ccc(S(=O)(=O)N3CCCCC3)cc2NC(=O)CCc2ccccc2)CC1
  ·	3%	-24%	2%	2%	0%	·	·	-3%	1
CC(C)CCN1CCN=C1Nc1ccccc1
  -9%	0%	1%	-1%	4%	-4%	-3%	-8%	1%	2
Cc1ccc(C(=O)Nc2cccc3cccnc23)cc1Br
  ·	3%	6%	-1%	·	2%	·	·	·	·
COc1cc(/C=C(\C#N)C(=O)NCC2CCCO2)ccc1OCC(N)=O (configuration not stated)
  -26%	1%	-12%	-4%	0%	-2%	-14%	-13%	-4%	-19
CCCCCCCNC(=O)C1(CC2CC(c3ccc(Cl)cc3)=NO2)CCN(C(=O)C2(C)CC2)CC1 (configuration not stated)
  -7%	-3%	-1%	-28%	6%	-4%	-11%	8%	-27%	6
O=C(N/N=C/c1cccc(O)c1)c1ccccc1O
  -3%	-4%	-18%	-2%	-5%	1%	·	6%	1%	-1
Cc1cc(=O)n2c3c(cccc13)CCC2
  -10%	5%	-19%	1%	-2%	-6%	11%	-11%	0%	2
O=C(Nc1ccc(O)c2c(=O)cc(-c3cccc(Cl)c3)oc12)c1ccc(F)cc1
  2%	-2%	1%	-6%	-5%	-10%	·	-3%	19%	4
CC(C)CC(=O)NC(Nc1ccc([N+](=O)[O-])cc1)C(Cl)(Cl)Cl (configuration not stated)
  12%	-3%[46.1 µM]	1%	·	2%	-2%	?	-27%	5%	2
CCCOc1ccc(-c2nc(N)n[nH]2)cc1
  13%	4%	11%	-2%	-2%	-7%	5%	-8%	8%	-5
CC(C)(C)c1ccc(NC(=O)COC(=O)c2ccc3ncsc3c2)cc1
  ·	-13%	?	-4%	15%	-6%	·	·	12%	·
CCN1C[C@@H]2[C@@H]3C(=O)N(C)C(=O)[C@@H]3[C@](C)(C1=O)N2C(=O)c1ccccc1
  ·	2%	-1%	3%	·	-3%	·	·	·	·
COC(=O)c1cc(CNC(=O)c2ccccc2Cl)ccc1OC
  5%	6%[46.1 µM]	7%	2%	·	-3%	-17%	-16%	7%	-17
COc1cc2nc(NC(=O)c3ccco3)sc(=O)c2cc1OC
  84%[activator]	-3%	-18%	-3%	-8%	-3%	·	-9%	1%	32
Cc1ccc2nc(C)cc(Cl)c2c1
  8%	-3%	-16%	0%	3%	0%	-9%	-3%	-1%	-3
COc1ccc(N2CCN(S(C)(=O)=O)CC2)cc1
  -7%	1%	8%[7.66 µM]	-1%	·	-1%	-3%	-15%	2%	11
CCN1CN=C(NS(=O)(=O)c2ccc(C)cc2)NC1
  -1%	·	-32%[7.66 µM]	-4%	5%	-2%	-15%	3%	0%	11
CC(C)(C)n1ncc2c(=O)n(CC(=O)NC3CCCCC3)cnc21
  -3%	0%	20%	6%	-1%	-4%	-9%	-9%	0%	0
CCOC(=O)C1=C(c2ccccc2)OC(N)=C(C#N)C1C1CCCCC1 (configuration not stated)
  -2%	0%	-17%	-2%	0%	-2%	·	-2%	-5%	-6
O=C(Nc1cccc(OCC(=O)N2CCOCC2)c1)c1cccc([N+](=O)[O-])c1
  -3%	0%	0%	2%	-2%	0%	0%	?	-2%	11
COc1ccc(CC(=O)Nc2sc3c(c2C(N)=O)CCCC3)cc1
  0%	3%	0%	-4%	2%	-3%	0%	1%	-3%	2
Cc1cc(Br)ccc1SCC(=O)OCC(=O)Nc1ccccc1C#N
  5%	-2%[46.1 µM]	-26%	-9%	-2%	-4%	16%	-14%	-3%	15
CC(C)C1N(C(=O)CN2CCCCC2)CCN1S(=O)(=O)c1ccccc1 (configuration not stated)
  9%	0%	1%	1%	-3%	1%	-13%	-7%	-2%	5
C[C@H]1CCC[C@@]2(O[C@H](CCO)C[C@@H](O)[C@@H]2O)O1
  ·	3%	28%	5%	·	-2%	·	·	·	·
O=C1CN(C(=O)COC(=O)Cc2ccccc2F)c2ccccc2N1
  ·	-4%	15%	0%	2%	-7%	·	·	·	·
CCOC(=O)c1cc(-c2cccs2)nc2c1c(C)nn2-c1ccccn1
  8%	5%	?	247%[activator]	-9%	0%	?	·	2%	7
O=C(COC(=O)Cc1c(Cl)cccc1Cl)NC1CCCC1
  ·	-1%	-2%	-2%	-4%	-2%	·	·	·	·
Cc1ccc(S(=O)(=O)n2ccnc2)cc1C
  7%	-1%	2%	1%	4%	-6%	2%	-4%	-18%	5
O=C(/C=C/c1cn(-c2ccccc2)nc1-c1cccnc1)c1ccco1
  -4%	-15%	-76%[inhibitor]	119%[activator]	14%	-1%	48%[activator]	0%	5%	-17
COc1ccc(C)cc1NC(=O)CC1COc2ccccc2O1 (configuration not stated)
  6%	1%	10%	-1%	3%	-1%	7%	-2%	-12%	-3
CC(=O)OC1CC(c2cc(C(C)(C)C)c(O)c(C(C)(C)C)c2)=NO1 (configuration not stated)
  -1%	1%	-5%	-1%	-27%	-11%	·	0%	6%	-12
CC(C)(C)OC(=O)N1CCC(CNC(=O)c2ccc(F)cc2)CC1
  -3%	-4%	-11%	2%	-3%	0%	·	-10%	1%	-7
CC1Cc2cc(S(=O)(=O)N3CCC(C(=O)N4CCCCC4)CC3)ccc2N1C(=O)C1CC1 (configuration not stated)
  5%	11%	-32%	0%	3%	-4%	-1%	2%	25%	25
Cc1ccc(-n2nc(C)cc2N)c(C)c1
  -4%	-4%	1%	-2%	3%	1%	-2%	-2%	-1%	-11
O=C(NCc1ccc(F)cc1)C(=O)NCC1CCCN1S(=O)(=O)c1ccccc1 (configuration not stated)
  ·	-1%	8%	4%	2%	-3%	·	·	1%	1
Cn1cccc1/C=C1\Cc2ccccc2C1=O
  8%	-2%	-13%	83%[activator]	-1%	1%	-3%	18%	1%	-12
COc1ccc(-n2cc(-c3ccc(Cl)cc3)[nH]c2=S)cc1
  3%	6%	-28%	-3%	9%	1%	·	·	-4%	-1
CCOC(=O)C(C)Oc1ccc(NC(=O)C(Cl)Cl)cc1 (configuration not stated)
  3%	-1%	-11%	1%	4%	-2%	·	12%	0%	1
CCOC(=O)C(=CNc1ccc(NC2=NCC(C)(C)S2)cc1)C(=O)OCC
  -9%	-5%	-59%[inhibitor]	39%[activator]	26%	0%	·	-3%	-1%	0
Cc1ccc(SCc2[nH]nc3c2C(c2ccco2)C(C#N)=C(N)O3)cc1 (configuration not stated)
  1%	·	-9%	-1%	25%	-3%	20%	11%	-3%	-18
